PfHsp90 set2: growth inhibition of PfHsp90-expressing yeast, primary screen, antimalarial PfHsp90 inhibitor project, S. cerevisiae, BacTiter-Glo luminescence, single point, set 2; BacTiter-Glo ATP, 48 h; yeast lacking PDR1 and PDR3 efflux regulators; inhibition, % at 9.4 µM; actives 0.32% (n = 310,000); AID 504621, 2011;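 active = every replicate shows inhibition above about 80%, whatever the replicate mean, limit read from the data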;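 note: 0% = DMSO neutral controls and 100% = 20 µM radicicol positive controls; yeast relying on Plasmodium falciparum Hsp90 in place of its own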
E coli growth: E. coli V3065 growth inhibition, primary screen, counter-screen for AddAB inhibitor project, absorbance, OD600; 18 h; inhibition, % at 11.9 µM; actives 0.27% (n = 330,000); AID 449728, 2010;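 active = inhibition above the campaign's mean inhibition across all tested compounds plus 3 SD, cut at about 9.9% in these data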;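 note: uninfected addAB+ strain grown without phage in ampicillin broth; 0% = DMSO wells and 100% = ciprofloxacin 0.95 µg/ml wells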
HTR5A inv ctr: HTR5A inverse agonists in luminescence cell assay, primary screen, counter-screen for OPRM1-OPRD1 heterodimer inverse agonist project, full-deck HTS; 5-hydroxytryptamine receptor 5A (Homo sapiens), P47898; HTR5A cell line, inverse agonism; inhibition, % at 9.3 µM; actives 0.083% (n = 340,000); AID 504634, 2011; in the data active = inhibition mostly above about 23%, no sharp cut-off; inactive = mostly below about 18%;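 note: 0% = cells with DMSO and 100% = no-cell wells with DMSO; some compounds called inactive have numbers as strong as hits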
PKA-R1A activ: activators of PKA-R1A holoenzyme, primary screen, biochemical, fluorescence polarization, Cy5-IP20, bovine R1A, mouse PKAc; cAMP-dependent protein kinase type I-alpha regulatory subunit (Bos taurus) + …; activation, % at 11.4 µM; actives 0.083% (n = 340,000); PKA-R1A dissociation; scaled: DMSO 0%, 113 µM cGMP 100%;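 active = percent activation above the mean of all tested compounds plus 3 SD, cut at about 19% in these data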;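 note: higher means more PKAc released from R1A so a rise in polarization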
Pemphigus Ab inh: inhibitors of pemphigus antibody binding to DSG3, primary screen, biochemical, bead-based, flow cytometry, scFv-GFP; Desmoglein-3 (Homo sapiens), P32926; DSG3-coupled beads, scFv-anti-DSG3-GFP binding; stronger effect = lower value; binding (percent of control), % at 10 µM; actives 0.48% (n = 310,000);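 active = binding more than 3 SD below its plate's average and above zero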;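 note: hits lower antibody fragment binding to DSG3; some compounds called inactive have numbers as strong as hits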
Target sequence (P32926 whole entry, looked up, the tested form may be a part): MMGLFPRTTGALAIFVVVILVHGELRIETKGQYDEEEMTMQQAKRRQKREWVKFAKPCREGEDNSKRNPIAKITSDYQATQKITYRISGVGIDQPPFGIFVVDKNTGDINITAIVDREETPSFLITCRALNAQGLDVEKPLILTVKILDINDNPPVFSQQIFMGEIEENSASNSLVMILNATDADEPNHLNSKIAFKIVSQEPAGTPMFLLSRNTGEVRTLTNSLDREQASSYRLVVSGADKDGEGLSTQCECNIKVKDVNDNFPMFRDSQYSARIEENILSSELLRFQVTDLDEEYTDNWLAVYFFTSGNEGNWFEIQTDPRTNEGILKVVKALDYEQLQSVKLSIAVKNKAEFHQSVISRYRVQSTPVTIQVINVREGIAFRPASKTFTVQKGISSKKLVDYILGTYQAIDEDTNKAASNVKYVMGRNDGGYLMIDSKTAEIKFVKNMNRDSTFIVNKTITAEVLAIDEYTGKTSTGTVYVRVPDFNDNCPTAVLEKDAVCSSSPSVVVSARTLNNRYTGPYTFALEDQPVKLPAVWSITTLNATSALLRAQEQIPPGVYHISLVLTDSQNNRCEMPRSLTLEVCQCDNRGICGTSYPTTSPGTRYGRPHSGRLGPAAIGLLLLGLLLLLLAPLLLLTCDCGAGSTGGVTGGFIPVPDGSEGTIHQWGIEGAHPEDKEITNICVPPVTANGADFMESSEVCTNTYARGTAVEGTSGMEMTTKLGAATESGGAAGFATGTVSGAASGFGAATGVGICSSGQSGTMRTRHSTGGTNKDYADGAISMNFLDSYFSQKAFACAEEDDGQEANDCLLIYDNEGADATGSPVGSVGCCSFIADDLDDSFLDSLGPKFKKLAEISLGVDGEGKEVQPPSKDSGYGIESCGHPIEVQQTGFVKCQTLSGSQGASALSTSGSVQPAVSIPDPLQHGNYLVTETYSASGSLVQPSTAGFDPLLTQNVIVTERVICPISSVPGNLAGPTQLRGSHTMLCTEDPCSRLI
AddAB inh: growth inhibition of E. coli expressing H. pylori AddAB, primary screen, AddAB inhibitor project, absorbance; inhibition, % at 11.9 µM; actives 0.29% (n = 330,000); AID 435030, 2010; in the data active = inhibition above about 12%;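 note: 0% = vehicle wells of infected cells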
MOR-DOR ag: agonists of OPRM1-OPRD1 heterodimerization, primary screen, cell-based, luminescence | Mu-type opioid receptor (Homo sapiens) + Delta-type opioid receptor (Homo sapiens), … | cells | activation, % at 9.3 µM | actives 0.3% (n = 340,000) | AID 504326, 2011; in the data active = activation above about 18%;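 note: 0% = vehicle-treated cells and 100% = reference agonist; values of inactives mirror those of a sister screen read the other way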
phage Ecoli inh: growth loss of phage-infected E. coli, primary screen, RecBCD inhibitor project, absorbance, with phage, HTS | inhibition, % at 11.9 µM | actives 0.26% (n = 360,000); in the data active = inhibition above about 11%
Mot1-301 SUMO: yeast Mot1-301 growth rescue at high temperature, primary screen, SUMOylation pathway inhibitor project, S. cerevisiae, ATP luminescence, 38.5C; S. cerevisiae Mot1-301 growth rescue; percent above DMSO median, 100 means doubled; growth rescue, % at 18.8 µM; actives 1% (n = 320,000);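 active = every valid replicate shows activation above 250% relative to neutral control wells; inactive = the rest, any valid replicate at or below 250%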;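 note: OY570 slx delta 5 strain wells were the positive control but not used for scaling; some compounds called inactive have numbers as strong as hits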
MOR-DOR inv ag: inverse agonists of MOR-DOR heterodimerization, primary screen, cell-based, luminescence; Mu-type opioid receptor (Homo sapiens) + Delta-type opioid receptor (Homo sapiens), …; cell-based MOR-DOR heterodimer luminescence, inverse agonism; inhibition, % at 9.3 µM; actives 0.21% (n = 340,000); AID 504357, 2011; in the data active = inhibition above about 22%, passing the limit was not always enough;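 note: 0% = cells with DMSO and 100% = wells without cells with DMSO; values of inactives mirror those of a sister screen read the other way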
HTR5A ag ctr: HTR5A agonists in luminescence cell assay, primary screen, counter-screen for OPRM1-OPRD1 heterodimer agonist project, full-deck HTS; cell-based; actives 0.61% (n = 340,000); activation, % at 9.3 µM; 5-hydroxytryptamine receptor 5A (Homo sapiens), P47898; in the data active = activation mostly above about 9.5%, no sharp cut-off; inactive = mostly below about 7.6%;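 note: 0% = cells with vehicle only and 100% = reference agonist; strong numbers were not always called active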
The depositor's hits bear a star; nt = no result given.

molecule,PfHsp90 set2,E coli growth,HTR5A inv ctr,PKA-R1A activ,Pemphigus Ab inh,AddAB inh,MOR-DOR ag,phage Ecoli inh,Mot1-301 SUMO,MOR-DOR inv ag,HTR5A ag ctr
O=C1CN(C(=O)N[C@@H](Cc2ccccc2)C(=O)N[C@H](C(=O)O)c2ccccc2)c2ccccc2N1,6,-3.3,-5,-13,94,1.4,-1.8,1.3,0,10,5
O=C(O)CC(c1ccccc1)n1cnnn1 (stereo unspecified),9,-2.1,-24,-9,105,1.4,-0.9,3.0,-9,5,-3
CC1(C)Oc2c(ccc(O)c2CN2CCOCC2)C2=C1CCCC2,10,nt,-3,6,85,nt,8.4,2.6,nt,-43,1
Cc1ccsc1/C=N/NC(=O)c1cccs1,-23,1.3,7,-2,97,1.5,-0.2,5.3,-3,1,-3
CCCn1cnc2c(sc3nc4c(cc32)CSC(C)(C)C4)c1=O,-30,-0.5,3,1,nt,0.1,-0.6,0.1,2,3,1
Cc1cc(C)c2nc(N3CCC(C(=O)NCC4CCCO4)CC3)sc2c1 (stereo unspecified),23,-0.5,-11,-18,97,2.2,-1.4,1.4,-16,7,-2
Cc1cccc(Nc2sc(C(=O)c3cc4cc(Cl)ccc4o3)c(N)c2C#N)c1,-29,-2.7,-13,-2,112,-1.1,-1.8,0.6,0,8,4
Cc1ccc(CN2CCN(CC(=O)NCc3ccccc3)CC2)cc1,13,nt,-18,5,110,nt,0.1,3.2,0,-1,5
CC(=O)Nc1ccc(NS(=O)(=O)c2cc(Cl)sc2Cl)cc1,-1,-0.9,-16,5,96,1.5,-2.5,-1.2,3,12,4
O=C(CSc1nnc2c(n1)[nH]c1ccccc12)NCc1ccco1,26,2.7,-3,-9,106,3.0,1.2,4.0,196,-6,-6
COc1ccc(NC(=O)COC(=O)c2ccc(S(=O)(=O)N3CCCCCC3)cc2)c(OC)c1,3,nt,19,-4,101,nt,-2.2,1.9,nt,11,2
COc1ccc([C@@H]2[C@@H]3C(=O)N(C(C)(C)C)C(=O)[C@@H]3[C@]3(Cc4ccc(Cl)cc4)C(=O)N(c4cccc(Br)c4)C(=O)N23)cc1,-20,0.9,-28,6,92,1.6,-1.9,3.0,-4,11,3

3 entries already listed, ordered by length of the SMILES, descending.
molecule,PfHsp90 set2,E coli growth,HTR5A inv ctr,PKA-R1A activ,Pemphigus Ab inh,AddAB inh,MOR-DOR ag,phage Ecoli inh,Mot1-301 SUMO,MOR-DOR inv ag,HTR5A ag ctr
O=C1CN(C(=O)N[C@@H](Cc2ccccc2)C(=O)N[C@H](C(=O)O)c2ccccc2)c2ccccc2N1,6,-3.3,-5,-13,94,1.4,-1.8,1.3,0,10,5
O=C(CSc1nnc2c(n1)[nH]c1ccccc12)NCc1ccco1,26,2.7,-3,-9,106,3.0,1.2,4.0,196,-6,-6
Cc1ccc(CN2CCN(CC(=O)NCc3ccccc3)CC2)cc1,13,nt,-18,5,110,nt,0.1,3.2,0,-1,5

(further entries)
molecule,PfHsp90 set2,E coli growth,HTR5A inv ctr,PKA-R1A activ,Pemphigus Ab inh,AddAB inh,MOR-DOR ag,phage Ecoli inh,Mot1-301 SUMO,MOR-DOR inv ag,HTR5A ag ctr
COc1ccc(CN2CCN(C(=O)c3cccc4ccccc34)CC2)cc1OC,0,-0.4,-7,-8,98,1.4,-1.5,0.6,240,7,2
CCOc1ccc(N(C)C(=O)CCc2nnc3ccc(N4CCC5(CC4)OCCO5)nn23)cc1,2,0.3,8,-5,nt,2.9,-0.5,3.2,-4,3,3
N#C/C(=C\c1cccs1)Sc1nc2ccccc2s1,-11,2.0,-20,-8,105,2.7,-3.7,3.4,11,19,8
CCn1nc(C)c(CNC(=O)C2CCC(=O)N(CCc3ccc(Cl)cc3)C2)c1C (stereo unspecified),2,-0.6,3,-3,97,4.2,-1.7,2.9,3,9,-1
CCOC(=O)c1ccc(NC(=O)Cn2ccc([N+](=O)[O-])n2)cc1,-16,-1.6,27,0,100,2.0,0.5,1.1,277,-3,-3
Cc1ccc(N2CCN(C(=O)c3cc(C(=O)c4ccccc4C)c[nH]3)CC2)c(C)c1,-16,0.9,-7,-5,97,3.7,1.3,3.3,-1,-7,2
COc1cc(C2c3cc4c(cc3C(O)C3COC(=O)C23)OCO4)cc(OC)c1OC (stereo unspecified),-2,nt,-17,4,88,nt,-2.2,4.2,nt,10,4
O=C(CSc1nccc(=O)[nH]1)Nc1ccc2c(c1)OCCO2,6,0.0,6,-3,101,0.1,-3.0,2.9,-7,14,-2
CC1CC(C)CN(S(=O)(=O)c2ccc(C(=O)N3CCN(c4ccccc4)CC3)cc2)C1 (stereo unspecified),-9,1.2,-42,3,101,3.1,4.1,-1.0,-3,-26,16
O=C(NO)c1cc(OCC(F)(F)F)ccc1OCC(F)(F)F,8,1.0,13,-1,93,3.4,-3.1,4.8,-6,15,1
COc1ccc(Cl)cc1C(=O)NNC(=O)c1ccncc1,-12,-1.3,10,-6,113,-1.0,-0.4,0.8,-23,2,7
Cn1c(SCC(=O)NC(=O)c2cccc([N+](=O)[O-])c2)nnc1-c1ccc(F)cc1,10,-1.7,29,-8,nt,4.2,-1.4,2.9,-2,7,3
CCc1nc(N2CCN(C(=O)c3ccco3)CC2)c2oc3ccccc3c2n1,-43,1.6,-15,10,102,1.8,-0.8,1.0,442,4,0
COc1ccc(S(=O)(=O)N2CCCCC2C(=O)O)cc1OC (stereo unspecified),-43,-0.1,-4,0,nt,-2.0,0.2,2.8,-14,-1,-1
Cc1cc(/C=C2\SC(N)=NC2=O)c(C)n1-c1ccc(F)cc1,8,-2.2,8,-1,94,-0.2,-2.5,1.6,-3,14,-3
O=C(O)C(NC(=O)c1ccccc1)=C(Cl)Cl,nt,-2.5,-1,-2,nt,-1.2,-0.4,1.4,-17,2,1
COc1ccc(C(=O)N2CCC3(CC2)NCCc2[nH]cnc23)cc1,5,0.8,1,-6,101,1.0,-1.7,-2.4,257,9,2
O=C(CCc1ccccc1)NC1(Cc2ccccc2)CCN(CCCc2ccccc2)C1=O (stereo unspecified),7,-1.0,-4,4,106,0.0,0.9,-0.6,-8,-4,3
COc1ccccc1NC(=O)CCC(=O)OCc1ccc(Cl)cc1,8,3.1,-9,-1,90,1.9,-0.6,2.3,17,4,3
CCNC(=S)NC1CC2CCC(C1)N2Cc1ccccc1 (stereo unspecified),16,3.5,5,-2,109,3.9,2.0,0.3,24,-12,5
C#CCOCCOCCOCCNc1nc(N2CCN(C(=O)Cn3cc(CC(C)O)nn3)CC2)nc(N2CCN(C(=O)[C@H]([C@@H](C)O)n3cc(CCCCN)nn3)CC2)n1 (stereo partly specified),-16,nt,-7,-4,106,nt,-2.8,0.7,nt,13,-4
COc1cc(OC)nc(N/N=C(\c2ccccc2)c2ccncc2)n1,2,-2.1,10,1,112,3.7,-3.2,2.6,-2,17,-1
Cc1ccc(NC2CCCN(C(=O)c3cccnc3)C2)cc1C (stereo unspecified),9,0.4,0,-5,114,-0.1,-2.7,2.5,2,9,2
CC1CCCN(CCCNC(=O)C2CCCN(c3ncnc4c3nc3n4CCCCC3)C2)C1 (stereo unspecified),0,0.2,-6,-1,105,-0.9,-2.6,-1.7,-1,14,2
C=CCOc1cccc(C2C(C(=O)c3ccco3)=C(O)C(=O)N2Cc2cccnc2)c1 (stereo unspecified),-22,-1.6,-15,-4,109,-0.7,-1.2,2.1,34,7,-2
O=C(CCc1nnc2n(CCc3ccccc3)c(=O)c3ccccc3n12)NCCCN1CCCCC1,-12,-0.1,6,-1,106,-0.9,-2.2,2.9,131,11,-2
CCN(CC)C(=O)CN1C(=O)C2(OCC(C)(c3ccccc3)CO2)c2ccccc21 (stereo unspecified),-17,-0.2,4,-9,85,-1.0,-1.4,0.5,-17,8,7
O=C(NCCOc1ccccc1)c1ccccc1Cl,-17,1.0,16,7,106,0.3,-3.1,2.1,-1,15,-4
O=C(COC(=O)C1(c2ccc(F)cc2)CCCC1)NCc1ccco1,23,1.9,11,2,102,2.2,-1.6,3.7,18,8,-4
Cc1c(CN2CCc3c([nH]c4ccccc34)C2C2CCCCC2)cnn1C (stereo unspecified),-8,0.4,5,-8,107,1.6,3.2,4.6,-5,-23,0
CCCCCCCNC(=O)C1(CC2CC(c3ccc(Cl)cc3)=NO2)CCN(C(=O)Cc2ccc(F)cc2)CC1 (stereo unspecified),-2,-0.5,-2,5,105,2.8,-2.8,3.3,12,16,0
CCOCCn1c(=NC(=O)c2ccc(S(=O)(=O)N3CCOCC3)cc2)sc2cc(S(N)(=O)=O)ccc21,3,-3.2,-14,-6,104,1.1,-0.5,1.1,-12,3,2
CN(Cc1nc(Cc2ccccc2F)no1)Cc1cccc2ncccc12,-2,-1.1,-10,-4,86,0.8,0.1,6.9,-18,-1,4
COc1ccc(OC)c(S(=O)(=O)Nc2ccccc2C)c1,-14,0.1,5,-6,100,0.6,-1.6,3.1,-8,9,8

Screening data deposited in PubChem BioAssay by several laboratories.
